Screening results from PubChem BioAssay.
GDH-TPI inh: counter-screen for M. tuberculosis FBA inhibitors: GDH-TPI coupled enzymes. GDH-TPI coupled enzyme counterscreen, NADH absorbance. inhibition, % at 4.8 µM. 360,000 tested, 1.2% active;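 note: 0% = DMSO wells and 100% = wells lacking the enzyme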
VHR inh abs: DUSP3 (human) phosphatase inhibition | P51452 | recombinant VHR phosphatase, pNPP absorbance | inhibition, % at 13.3 µM | 290,000 tested, 0.52% active | AID 1654; in the data active = inhibition above about 50%; note: some compounds called inactive have numbers as strong as hits
Target sequence (P51452 whole entry, looked up): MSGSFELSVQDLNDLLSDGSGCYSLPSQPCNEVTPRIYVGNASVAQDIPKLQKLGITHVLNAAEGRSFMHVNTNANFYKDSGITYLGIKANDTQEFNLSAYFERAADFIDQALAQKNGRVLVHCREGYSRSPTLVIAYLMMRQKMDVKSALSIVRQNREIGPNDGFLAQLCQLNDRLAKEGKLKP
FadD28 binding: M. tuberculosis FadD28 bisubstrate binding inhibition; FadD28 bisubstrate probe binding, fluorescence polarization; inhibition, % at 12.5 µM; 360,000 tested, 0.22% active; AID 588549; in the data active = inhibition above about 8.5%, passing the limit was not always enough; inconclusive = no clear call, values can overlap the other calls
Rv3671c protease: inhibits the M. tuberculosis serine protease Rv3671c; 320,000 tested, 0.048% active; P9WHR9; inhibition, % at 5.96 µM; AID 2606; in the data active = inhibition above about 38%;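 note: extracellular domain of Rv3671c used as enzyme; 0% = enzyme with DMSO and 100% = no enzyme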
Target sequence (P9WHR9 whole entry, looked up, the tested form may be a part): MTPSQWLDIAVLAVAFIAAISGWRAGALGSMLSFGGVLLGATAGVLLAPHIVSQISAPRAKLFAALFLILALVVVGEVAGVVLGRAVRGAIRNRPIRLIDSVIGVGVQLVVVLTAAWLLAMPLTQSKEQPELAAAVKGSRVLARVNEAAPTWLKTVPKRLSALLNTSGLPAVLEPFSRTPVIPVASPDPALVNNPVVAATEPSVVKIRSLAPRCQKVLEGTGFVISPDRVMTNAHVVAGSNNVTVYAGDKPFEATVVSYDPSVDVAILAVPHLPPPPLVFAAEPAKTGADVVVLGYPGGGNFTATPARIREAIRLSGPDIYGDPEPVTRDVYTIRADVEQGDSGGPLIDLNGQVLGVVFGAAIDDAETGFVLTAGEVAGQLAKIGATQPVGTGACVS
MazEF act: increases E. coli MazEF RNase cleavage of RNA; activation, % at 20 µM; 350,000 tested, 0.32% active; FAM/BHQ RNA-DNA oligo cleavage fluorescence, 5 h; in the data active = activation above about 50%
Target sequence (P0AE70 whole entry, looked up): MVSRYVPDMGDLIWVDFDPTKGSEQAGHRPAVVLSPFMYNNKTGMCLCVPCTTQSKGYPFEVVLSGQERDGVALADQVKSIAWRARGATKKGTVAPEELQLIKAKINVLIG
BoNT-F LC inh: blocks Botulinum neurotoxin F light chain protease; inhibition, % at 10 µM; 360,000 tested, 0.22% active; Multiplex microsphere protease cleavage assay, flow cytometry; in the data active = inhibition above about 35%, passing the limit was not always enough; inconclusive = no clear call, values can overlap the other calls; note: plate controls were buffer without enzyme for full effect and enzyme alone for no effect
FBA Mtb inh: inhibitors of M. tuberculosis fructose-bisphosphate aldolase; P9WQA3; purified M. tuberculosis FBA, fluorescence read-out; inhibition, % at 1 µM; 360,000 tested, 2.3% active; in the data active = inhibition above about 27%;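 note: 0% = vehicle and 100% = reference inhibitor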
BioA inh: BioA (M. tuberculosis) enzyme inhibition; AID 602481; inhibition, % at 9.99 µM; purified M. tuberculosis BioA enzyme, plate reader; 360,000 tested, 0.096% active; in the data active = inhibition above about 40%; inconclusive = no clear call, values can overlap the other calls
CCHFV vOTU inh: CCHFV vOTU protease inhibition. inhibition, % at 11.5 µM. Pep-AMC fluorescence. 370,000 tested, 0.55% active. AID 651958; note: 0% = vehicle wells with enzyme and 100% = no enzyme wells
Mtb UGM inh: Mtb UDP-galactopyranose mutase inhibition | P9WIQ1 | purified UGM, fluorescence polarization probe displacement | inhibition, % at 10 µM | 320,000 tested, 0.06% active; in the data active = inhibition above about 10%, passing the limit was not always enough; inconclusive = no clear call, values can overlap the other calls
The depositor's hits bear a star; ? = inconclusive; · = not tested or not shown. Cut-off read from the data, not from the text of the source, unless noted: active = inhibition above about 30%; inactive = the rest.

The opening 2 compounds as a preview:
1. C/C(CC(=O)Nc1cccc(Cl)c1Cl)=N\NC(=O)C(=O)NC1CCCCC1
2. CN(C)S(=O)(=O)c1ccc(NC(=O)CN2CCOCC2)cc1

Assay by compound	1	2
GDH-TPI inh	3	-9
VHR inh abs	-7	15
FadD28 binding	1.9	-2.9
Rv3671c protease	-2	4
MazEF act	11	12
BoNT-F LC inh	9	-1
FBA Mtb inh	2	-9
BioA inh	-3.0	·
CCHFV vOTU inh	3	7
Mtb UGM inh	2.5	-3.4

Main list, repeating the preview:
1. C/C(CC(=O)Nc1cccc(Cl)c1Cl)=N\NC(=O)C(=O)NC1CCCCC1
2. CN(C)S(=O)(=O)c1ccc(NC(=O)CN2CCOCC2)cc1
3. COc1cc(N)c(C(O)c2nccc3cc(OC)c(OC)cc23)cc1OC (stereo not given)
4. CC1(C)COC(c2ccc3c(c2)OCO3)OC1
5. Cc1cc(O)ccc1Nc1cc(-c2cccc(N)c2)ncn1

Assay by compound	1	2	3	4	5
GDH-TPI inh	3	-9	8	6	14
VHR inh abs	-7	15	23	·	·
FadD28 binding	1.9	-2.9	-0.4	0.5	-1.3
Rv3671c protease	-2	4	-2	·	·
MazEF act	11	12	-15	1	·
BoNT-F LC inh	9	-1	-54	0	-2
FBA Mtb inh	2	-9	18	0	1
BioA inh	-3.0	·	-4.1	-1.2	-2.1
CCHFV vOTU inh	3	7	5	3	1
Mtb UGM inh	2.5	-3.4	5.7	·	·

Along the list, as entered above:
BoNT-F LC inh, compounds 1 to 5 → 9, -1, -54, 0, -2

Remaining list, next part:
6. CC(=O)Nc1cc(NC(C)=O)cc(C(=O)OC(C)C(=O)Nc2ccc(S(=O)(=O)N3CCCC3)cc2)c1 (stereo not given)
7. Cc1ccc(OCCCn2ccnc2)c([N+](=O)[O-])c1
8. CC(=O)NC(c1ccc(F)c(F)c1)c1nc(-c2ccncc2)cs1 (stereo not given)
9. Cc1cccc(NC(=O)c2sc(NC(=O)c3ccco3)c(C#N)c2C)c1C
10. CC1(C)OC(=O)N(c2ccccn2)C1(C)O (stereo not given)

Assay by compound	6	7	8	9	10
GDH-TPI inh	-4	-1	1	36*	-14
VHR inh abs	·	3	·	15	-8
FadD28 binding	-5.7	-6.0	-2.9	-1.4	-3.9
Rv3671c protease	4	9	·	4	10
MazEF act	7	2	·	-5	3
BoNT-F LC inh	-9	1	-3	-4	-6
FBA Mtb inh	-6	1	-3	3	1
BioA inh	-0.3	·	-0.1	-1.1	-1.2
CCHFV vOTU inh	-7	-10	9	-11	-5
Mtb UGM inh	1.8	3.8	·	1.8	2.1

11. O=C1CSC(=Nc2ccc(O)cc2)N1c1ccc(O)cc1
12. Cc1ccc(-n2ncc3c(NNC(=O)c4ccco4)ncnc32)c(C)c1
13. CC(=O)c1nc(N2C(=O)CC(Cc3cccc(C)c3)C2=O)sc1C (stereo not given)
14. Cc1[nH]c2ccccc2c1C(=O)CSC(=S)N(C)C
15. O=C(Nc1ccccc1)c1ccc(NC(=O)C2CC2)cc1

Assay by compound	11	12	13	14	15
GDH-TPI inh	5	8	1	-2	8
VHR inh abs	34	18	37	-8	34
FadD28 binding	-0.8	1.7	0.5	-2.5	-3.3
Rv3671c protease	-6	7	5	3	-7
MazEF act	6	5	-7	2	1
BoNT-F LC inh	6	3	-2	-2	3
FBA Mtb inh	1	-4	-3	1	-2
BioA inh	0.7	0.8	-2.9	-2.0	-0.4
CCHFV vOTU inh	8	-1	-1	-8	-5
Mtb UGM inh	2.0	1.3	-3.0	-0.1	1.3

16. CC(=O)Nc1cccc2ccc(O)cc12
17. O=[N+]([O-])c1ccc(NCc2ccccc2)c2nonc12
18. Cc1cccc(C)c1NC(=O)COC(=O)c1ccc([N+](=O)[O-])o1
19. CC(=O)NC(CC(=O)NNC(=O)C(C)Oc1ccccc1F)c1ccccc1 (stereo not given)
20. O=C(NNC(=O)c1ccncc1)Nc1ccccc1

Assay by compound	16	17	18	19	20
GDH-TPI inh	17	·	10	4	3
VHR inh abs	·	17	22	·	17
FadD28 binding	-0.8	·	-1.9	-2.4	0.5
Rv3671c protease	·	49*	-11	-1	-3
MazEF act	0	·	5	0	5
BoNT-F LC inh	-4	·	-4	4	-2
FBA Mtb inh	4	·	-3	2	-2
BioA inh	·	·	·	·	2.1
CCHFV vOTU inh	18	16	23	-5	7
Mtb UGM inh	·	7.3	-0.2	3.4	0.0

21. CCN(C[C@H]1N[C@@](CC)(C(=O)OC)[C@H]2C(=O)N(Cc3ccccc3)C(=O)[C@@H]12)C(=O)c1ccc(C)cc1
22. Cc1cccc(S(=O)(=O)NC(=O)C2(C)CCN2C(=O)CCc2ccccc2)c1 (stereo not given)
23. O=S(=O)(c1ccc(F)cc1)N1CCN(C(=S)NCc2ccccc2)CC1
24. Cc1ccc(S(=O)(=O)N2CCN(C(=O)c3cc(S(=O)(=O)N4CCOCC4)c(Cl)cc3Cl)CC2)cc1
25. Cc1cc(N2CCCC2=O)ccc1S(=O)(=O)Nc1c(C)nn(C)c1C

Assay by compound	21	22	23	24	25
GDH-TPI inh	0	0	6	-7	-1
VHR inh abs	·	·	10	·	-14
FadD28 binding	-2.6	-2.2	-1.8	-3.0	-0.1
Rv3671c protease	-1	·	-1	·	-1
MazEF act	1	·	-8	7	6
BoNT-F LC inh	-1	3	2	-2	6
FBA Mtb inh	-2	0	-2	-1	-1
BioA inh	-0.1	-0.6	·	0.0	2.0
CCHFV vOTU inh	-2	-4	-3	15	3
Mtb UGM inh	·	·	-2.1	·	0.5

4 records drawn at random from those above, as already listed:
25. Cc1cc(N2CCCC2=O)ccc1S(=O)(=O)Nc1c(C)nn(C)c1C
22. Cc1cccc(S(=O)(=O)NC(=O)C2(C)CCN2C(=O)CCc2ccccc2)c1 (stereo not given)
18. Cc1cccc(C)c1NC(=O)COC(=O)c1ccc([N+](=O)[O-])o1
3. COc1cc(N)c(C(O)c2nccc3cc(OC)c(OC)cc23)cc1OC (stereo not given)

Assay by compound	25	22	18	3
GDH-TPI inh	-1	0	10	8
VHR inh abs	-14	·	22	23
FadD28 binding	-0.1	-2.2	-1.9	-0.4
Rv3671c protease	-1	·	-11	-2
MazEF act	6	·	5	-15
BoNT-F LC inh	6	3	-4	-54
FBA Mtb inh	-1	0	-3	18
BioA inh	2.0	-0.6	·	-4.1
CCHFV vOTU inh	3	-4	23	5
Mtb UGM inh	0.5	·	-0.2	5.7

(list continues)
26. COc1ccc(C2=NN(C(=S)Nc3ccccc3)C(c3ccccc3)C2)cc1 (stereo not given)
27. Cc1cccc(NC(=O)N2CCCC2C(=O)NCc2ccccc2)c1 (stereo not given)
28. Cc1sc2nc(C3CC3)nc(SCC(=O)N3CCc4ccccc4C3)c2c1C
29. COc1ccc(/C(N)=N/OC(=O)COc2ccccc2Cl)cc1

Assay by compound	26	27	28	29
GDH-TPI inh	12	5	14	2
VHR inh abs	5	-14	20	42
FadD28 binding	-2.0	-2.2	-3.6	0.3
Rv3671c protease	-14	-4	-8	-29
MazEF act	-5	5	-1	-1
BoNT-F LC inh	2	?	-2	-8
FBA Mtb inh	0	-5	0	2
BioA inh	·	-1.0	3.1	-0.8
CCHFV vOTU inh	-9	-4	5	-8
Mtb UGM inh	-1.3	-1.2	1.1	1.6

Individual results from above:
Under CCHFV vOTU inh, Cc1sc2nc(C3CC3)nc(SCC(=O)N3CCc4ccccc4C3)c2c1C has 5
Under Mtb UGM inh, COc1ccc(C2=NN(C(=S)Nc3ccccc3)C(c3ccccc3)C2)cc1 (stereo not given) has -1.3
